Screening data (PubChem)
SKN-1 block: C. elegans SKN-1 inhibition. C. elegans VP596 Pgst-4::GFP/RFP ratio, acrylamide-induced, 24 h. inhibition, % at 21.8 µM. 360,000 tested, 0.49% active. AID 624304;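 active = interference check ratio from 0.5 to 1.5 plus GFP to RFP signal ratio inhibition reaching or exceeding a fixed threshold, cut at about 30% in these data, passing the limit was not always enough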; also: some compounds called inactive have numbers as strong as hits
NadD block: inhibitors of Staphylococcus aureus NadD. purified NadD enzyme, colorimetric absorbance read-out. inhibition, % at 20 µM. 360,000 tested, 0.78% active; in the data active = inhibition above about 26%; also: some compounds past the cut are filed as inactive
NRP1-CendR mod: modulators of CendR peptide binding to human neuropilin-1; O14786; FAM-RPARPAR peptide binding to NRP-1, fluorescence polarization; inhibition, % at 25 µM; 360,000 tested, 0.85% active;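 active = inhibition or corrected inhibition above about 18%, plus a signal ratio from 0.5 to 1.5, limit read from the data, passing the limit was not always enough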; also: strong numbers were not always called active
TbMetRS inhib: Trypanosoma brucei MetRS inhibition; inhibition, % at 11.9 µM; 360,000 tested, 0.4% active; purified T. brucei MetRS, ATP depletion, Kinase-Glo luminescence;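 active = inhibition above a per-plate cutoff of the control wells' mean inhibition plus 3 SD, cut at about 5.5% in these data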;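 also: 0% = DMSO wells median and 100% = median of wells with control inhibitor compound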
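Test system – parasite MetRS enzyme · Reagent – substrates ATP, L-methionine and bulk Escherichia coli tRNA · Doses – 11.9 µM compound single dose, 0.9% DMSO · Times – 15 min enzyme-compound preincubation, 2 h reaction, 10 min detection, 25 °C · Signal – Kinase-Glo luminescence, ATP depletion format · Controls – DMSO-only wells as low control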
Neddylation inh: cullin neddylation inhibition | calls only at 25 µM | P61081+Q13564 | TR-FRET cullin neddylation, biochemical | 360,000 tested, 0.58% active; in the data active = inhibition above about 36%
Target sequence (P61081 whole entry, looked up): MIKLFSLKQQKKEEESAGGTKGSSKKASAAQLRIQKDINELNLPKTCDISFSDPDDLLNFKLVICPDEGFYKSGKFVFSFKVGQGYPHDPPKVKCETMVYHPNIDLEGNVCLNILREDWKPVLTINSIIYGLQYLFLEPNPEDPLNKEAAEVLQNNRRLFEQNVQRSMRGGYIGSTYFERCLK
Target sequence (Q13564 whole entry, looked up): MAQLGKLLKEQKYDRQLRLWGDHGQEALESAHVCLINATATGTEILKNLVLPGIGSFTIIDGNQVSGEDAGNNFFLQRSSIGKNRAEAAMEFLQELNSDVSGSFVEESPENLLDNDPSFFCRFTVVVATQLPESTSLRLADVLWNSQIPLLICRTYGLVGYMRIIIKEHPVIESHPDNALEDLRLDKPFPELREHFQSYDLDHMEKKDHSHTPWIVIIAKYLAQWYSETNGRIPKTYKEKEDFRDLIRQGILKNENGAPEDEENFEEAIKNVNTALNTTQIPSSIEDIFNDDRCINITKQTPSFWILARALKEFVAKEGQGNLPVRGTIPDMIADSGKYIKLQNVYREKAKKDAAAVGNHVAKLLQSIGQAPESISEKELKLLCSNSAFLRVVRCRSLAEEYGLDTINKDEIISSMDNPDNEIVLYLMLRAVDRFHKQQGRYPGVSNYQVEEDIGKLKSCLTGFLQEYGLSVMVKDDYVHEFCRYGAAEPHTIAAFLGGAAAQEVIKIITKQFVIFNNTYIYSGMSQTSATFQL
LMPTP block: LMPTP (human) inhibition. P24666. recombinant LMPTP-A, OMFP fluorogenic substrate, fluorescence intensity. inhibition, % at 20 µM. 360,000 tested, 0.22% active;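 active = compounds that cut the enzyme signal by at least half of the control window in the single-dose screen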;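 also: plate controls were DMSO wells with enzyme plus substrate for no effect and substrate without enzyme for full effect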
Target sequence (P24666 whole entry, looked up): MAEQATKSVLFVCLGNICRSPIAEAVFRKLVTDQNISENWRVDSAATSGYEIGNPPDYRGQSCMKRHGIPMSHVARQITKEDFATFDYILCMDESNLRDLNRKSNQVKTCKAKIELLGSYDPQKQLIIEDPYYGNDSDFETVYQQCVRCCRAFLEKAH
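Assay system: LMPTP-A enzyme. Input: 0.625 nM LMPTP-A final. Probe or stimulus: 400 µM OMFP. Compound dosing: single 20 µM dose. Schedule: 50 min dark incubation at room temperature. Detection: fluorescence intensity of OMFP turnover product. Read-out: percent inhibition versus substrate-only and uninhibited controls. Benchmarks: no-enzyme low control, uninhibited high control.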
Scp1 inh: blocks human Scp-1 phosphatase activity | Recombinant Scp1, phosphopeptide, malachite green phosphate absorbance | inhibition, % at 20 µM | 340,000 tested, 0.88% active | AID 493091;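 active = inhibition above about 50% at 20 µM, limit read from the data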;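 also: plate controls were DMSO wells with enzyme for no effect and wells lacking enzyme for full effect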
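Incubation: 45 min enzyme reaction at room temperature / System: truncated SCP-1 phosphatase (76-261aa) / Reagent: Phospho 17-mer peptide substrate / Buffer or medium: Acidic Tris acetate buffer with magnesium and detergent / Signal: absorbance at 630 nm / Doses: one concentration, 20 µM, with 1.0% DMSO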
STEP inh: STEP (human) phosphatase inhibition | 360,000 tested, 0.25% active | AID 588621 | inhibition, % at 20 µM | P54829 | recombinant STEP, OMFP fluorogenic substrate, fluorescence;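 active = inhibition at 20 µM, scaled per plate between control wells, above about 37%, limit read from the data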;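 also: 0% = DMSO with enzyme and substrate and 100% = substrate only without enzyme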
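System: isolated STEP enzyme; schedule: 20 min enzyme reaction at room temperature, protected from light; medium: Bis-Tris buffer pH 6.0, 2.5 mM DTT, 0.005% Tween 20; signal: fluorescence, 480/540 nm; dosing: single compound dose of 20 µM, 1% DMSO final; also added: OMFP substrate, 25 µM final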
SUMO1 PPI mod: modulators of human SUMO1-mediated protein-protein interactions. AID 602429. SUMO1 binding to a labelled peptide, TR-FRET, 1 h. inhibition, % at 20 µM. P63165. 360,000 tested, 0.33% active; in the data active = inhibition above about 37%
Target sequence (P63165 whole entry, looked up): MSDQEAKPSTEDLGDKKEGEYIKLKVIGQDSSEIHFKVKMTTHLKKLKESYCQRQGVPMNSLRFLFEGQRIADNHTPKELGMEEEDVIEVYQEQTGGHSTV
DNMT1 block: DNMT1 (human) enzyme inhibition; P26358; DNMT1 molecular beacon, Hinp1I cleavage, fluorescence; inhibition (reported as % activation of signal), % at 10 µM; 360,000 tested, 0.83% active; in the data active = inhibition above about 50%
The depositor's hits bear a star; i = inactive; . = not tested or not shown; + = active, no number. Hits appear at their usual frequency. About 4.6% of those tested had a hit in this group.

SMILES	SKN-1 block	NadD block	NRP1-CendR mod	TbMetRS inhib	Neddylation inh	LMPTP block	Scp1 inh	STEP inh	SUMO1 PPI mod	DNMT1 block
CCC(=NCCc1ccccc1)C1=C(O)CCC1=O	-5	0	2	-0.5	i	-0.6	2	-1	9	3
CCOc1ccc(NC(=O)CN(C)C(=O)CSCc2cccc(C)c2)cc1OCC	14	-4	-6	-0.3	i	0.0	-6	-4	4	-1
Cc1c(NC(=O)CCC(=O)N2CCOCC2)c(=O)n(-c2ccccc2)n1C	-3	3	1	-0.6	i	-1.1	-8	0	-2	4
CC(C)NC(=O)C(=O)NCCCN1CCOCC1	1	0	-15	-0.6	i	-0.6	-3	-4	3	-6
Cc1ccc(C(=O)/C=C/c2cc(Br)cc(Br)c2O)o1	0	11	-25	-0.6	i	-1.0	-1	1	16	-4
N#Cc1ccc(C2=NC(C(F)(F)F)(C(F)(F)F)c3c(n(Cc4ccco4)c(=O)[nH]c3=O)N2)cc1	-11	2	-2	-0.1	i	-1.0	-2	-4	1	-12
O=C(NCCCc1ccccc1)c1c(O)nc2sccn2c1=O	-4	4	0	-0.1	i	11	-9	1	0	2
CSCCC(C(=O)Nc1c(C)cccc1C)N1CCN(c2ccc(F)cc2)CC1 (centres undefined)	10	-1	0	0.0	i	-0.1	.	0	-2	5
CC(=O)c1ccc(S(=O)(=O)N2CCN(CC#N)CC2)cc1	-6	-3	2	-0.6	i	-2.6	-2	3	6	5
COc1ccc(OCCNC(=O)c2ccccc2OCC(=O)N2CCCCC2)cc1	13	-4	6	-0.8	i	-1.0	-2	17	3	2
CC(=O)c1coc2ccc(OCCN3CCCCC3)cc12	-3	-2	3	-1.6	i	-1.3	13	0	0	4
O=C(Oc1ccc(/C=N/NC(=O)c2ccccn2)cc1)c1cccc(Br)c1	-7	9	2	-0.6	i	0.4	18	5	4	5
O=C(N/N=C/C(Cl)=C/c1ccc([N+](=O)[O-])cc1)C(=O)Nc1ccccc1C(=O)O	2	25	-80	0.1	i	2.0	40	4	1	-13
O=C(CCOc1ccccc1)Nc1ccccc1F	-4	-2	13	-0.6	i	0.1	-4	-1	6	-2
CC(=O)Nc1ccc(S(=O)(=O)N(C)CC(=O)OCCOc2cccc(C)c2)cc1	-2	-9	7	-0.1	i	-7.1	-8	-3	-6	-2
Cc1ccc2nc(NC(=O)CCn3cccc3)sc2c1	0	-8	-6	0.4	i	1.7	-11	-1	5	-3
Nn1c(SCC(=O)Nc2ccc(S(N)(=O)=O)cc2)nnc1C(F)(F)F	5	-3	15	-0.3	i	1.6	-4	-1	-3	3
O=C(Nc1ccccn1)C1CCN(S(=O)(=O)c2cccs2)CC1	-10	2	6	-0.7	i	0.4	-1	0	1	6
COc1ccccc1C(=O)Nc1cccc(C(=O)c2ccccc2)c1	16	-10	-2	0.2	i	1.5	-10	-1	3	-6
Cc1nn(Cc2ccccc2Cl)c(C)c1C(=O)NCC(c1cccs1)N1CCOCC1 (centres undefined)	-4	-5	-1	-0.7	i	-1.8	-1	-1	2	1
Cc1cc(N2CCOCC2)nc2ccc(NC(=O)CCC(=O)N3CCN(c4ccccc4)CC3)cc12	2	-7	-2	-0.5	.	1.9	-7	-1	-3	-4
COc1ccc(N2CCN(C(=O)CSc3nc4cc(OC)c(OC)cc4cc3C#N)CC2)cc1	-1	13	-7	-1.2	i	2.3	68*	1	8	-5
Cc1noc(C)c1C(=O)Nc1ccc(-c2nnc3n2CCCCC3)cc1	3	2	5	0.1	i	-0.7	0	-1	-2	-2
C[C@H]1CN([C@@H](C)CO)C(=O)c2cc(Br)cnc2O[C@@H]1CN(C)S(=O)(=O)c1ccccc1	7	1	-2	-1.4	i	-1.5	.	-2	1	1
O=C(NCc1ccc(F)cc1)C(=O)NCC1OCCN1S(=O)(=O)c1cc(F)ccc1F (centres undefined)	-6	0	-3	-0.4	i	-2.0	.	-2	3	-4

The list goes on:
SMILES	SKN-1 block	NadD block	NRP1-CendR mod	TbMetRS inhib	Neddylation inh	LMPTP block	Scp1 inh	STEP inh	SUMO1 PPI mod	DNMT1 block
CCOc1ccc(-c2nc3scc(-c4cccs4)c3c(=O)[nH]2)cc1	1	11	15	0.2	+	0.8	-7	1	-1	6
CC(C)Sc1nc(N2CCOCC2)c2c3c(sc2n1)COC(C)(C)C3	-9	-4	2	-1.2	i	0.4	3	1	-2	2
Cc1cc(C(=O)CSc2nnnn2C)c(C)n1C1CC1	-5	2	0	-0.2	i	0.4	-6	2	1	-2
Cc1cc(C(=O)c2cnc(/N=C/N(C)C)s2)c(F)cc1Cl	9	-7	-2	-0.3	i	-2.2	-14	-2	-20	1
Cc1[nH]c2ccccc2c1C(=O)CN1C(=O)NC2(CC(C)CC(C)(C)C2)C1=O (centres undefined)	9	2	-12	0.8	i	-0.2	-2	-5	2	-7
CCCCNC(=O)C[C@@H]1C[C@@]2(C(=O)OCC)CCCC=C2N(Cc2ccco2)C1=O	12	-5	-12	-1.0	i	-1.5	.	.	2	.
O=C(CCOc1ccccc1)Nc1ccnn1C1CCN(Cc2ccc(F)cc2)CC1	-6	1	14	-0.6	i	0.0	-6	-1	-5	0
CC(C)Cn1c(=O)c(C(=O)Nc2cnccn2)c(O)c2ccccc21	-1	-4	-7	-1.0	i	-1.5	-5	-4	3	2
COCCn1nnnc1C(c1cccc(OC)c1OC)N1CCN(C(=O)c2ccco2)CC1 (centres undefined)	-3	0	5	-0.1	i	-2.4	-12	-1	-1	-1
CS/C(=C(/C#N)S(=O)(=O)c1ccc(Cl)cc1)N1CCOCC1	3	4	0	-0.8	i	-0.2	-23	0	-5	0
NS(=O)(=O)c1cc(C(=O)OCC(=O)NC2CC2)ccc1Cl	-1	-3	-9	-1.3	i	-1.0	-7	-8	0	0
O=C(Nc1cccc2ncccc12)c1cccc(F)c1	8	-2	4	-0.5	i	-1.0	-4	1	-2	2
CC(=O)c1ccc(NC(=O)C2CCCN2S(=O)(=O)c2cccc3cccnc23)cc1 (centres undefined)	21	2	-14	-1.3	i	-1.9	-3	1	0	2
COc1ccc(CC(=O)NCC(=O)Nc2ccccc2Br)cc1	-7	-6	-2	0.0	i	-0.3	-5	-2	0	3
CC1C(=O)O[C@@H]2C[C@@H](C)[C@@H]3CCC(=O)[C@@]3(C)[C@@H](O)[C@H]12 (some centres undefined)	21	-4	1	-0.1	i	-0.8	-3	0	-4	2
CC1(C(=O)NCc2ccccc2)Cc2c(-c3ccccc3)ccnc2O1 (centres undefined)	-11	-2	-11	-0.3	i	-0.9	.	0	7	2
CC1(C)CC(=O)C=C(NCc2ccccc2)C1	-8	-2	-4	-1.1	i	-1.5	2	-1	-5	4
CC1CCN(S(=O)(=O)c2cccc(C(=O)Nc3ccccn3)c2)CC1	4	4	1	-1.0	i	0.0	7	3	1	-2
O=C(CCN1C(=O)S/C(=C/c2ccccc2)C1=O)Nc1ccc(C(=O)O)c(O)c1	4	-3	-17	-0.3	i	0.6	-4	1	-25	2
O=C(CSc1nc2ccccc2o1)Nc1ccccc1	17	-6	8	-0.8	i	0.1	11	-2	1	-2
CN(C)c1ccc(C(=O)NCC(c2cccs2)N2CCOCC2)cc1[N+](=O)[O-] (centres undefined)	13	5	-7	-0.2	i	-7.7	-6	-2	-68	-1
O=S(=O)(NCc1cccnc1)c1cccc2nsnc12	-3	-1	-2	-1.4	i	0.2	2	-3	-22	-1
COC(=O)c1cc(O)cc(OC)c1C(=O)c1c(O)cc(C)cc1O	-11	0	4	-2.5	i	1.4	58*	-2	8	-2
COc1ccc(OC)c(S(=O)(=O)Nc2ccc(O)c3ccccc23)c1	12	-5	2	-0.5	i	-0.2	-6	0	-12	-12
NS(=O)(=O)c1ccc(NC(=O)Cn2nc(C(=O)O)c3ccccc3c2=O)cc1	20	-4	3	-0.3	i	-1.4	-8	0	-1	-3

Shown as a hit in Neddylation inh (from the list above):
SMILES	SKN-1 block	NadD block	NRP1-CendR mod	TbMetRS inhib	Neddylation inh	LMPTP block	Scp1 inh	STEP inh	SUMO1 PPI mod	DNMT1 block
CCOc1ccc(-c2nc3scc(-c4cccs4)c3c(=O)[nH]2)cc1	1	11	15	0.2	+	0.8	-7	1	-1	6

(more compounds)
SMILES	SKN-1 block	NadD block	NRP1-CendR mod	TbMetRS inhib	Neddylation inh	LMPTP block	Scp1 inh	STEP inh	SUMO1 PPI mod	DNMT1 block
Cc1ccnn1-c1ccc(C(=O)N2CCCN(S(=O)(=O)c3ccc(F)cc3)CC2)cc1	3	5	3	-0.2	i	-0.4	-1	-1	8	1
Cc1cccnc1NC(=O)c1cccc(S(=O)(=O)N2CCN(c3ccccc3)CC2)c1	-6	4	13	-0.5	i	-0.9	-3	0	1	2
O=C(N/N=C\c1cc([N+](=O)[O-])ccc1N1CCCC1)c1ccccn1	14	6	-21	-0.5	i	0.9	-1	4	-24	1
Cc1nn(C)c(Cl)c1C(=O)NCC(=O)NCc1ccccc1	-9	-4	-8	-0.6	i	-3.9	-9	0	0	2
CCC(Sc1nc(=O)cc(N)n1CCc1ccccc1)C(=O)Nc1ccccc1C#N (centres undefined)	-1	4	8	-1.2	i	-1.7	3	-7	-2	-2
CN(C)S(=O)(=O)c1cccc(-c2nnc(SCCNCCO)n2-c2ccc(F)cc2)c1	-5	0	13	-0.7	i	-5.8	-1	-2	3	-16
CC(C)(C)Nc1cccccc1=O	14	-6	-3	-0.2	i	-0.1	-2	2	-9	-10
Cc1ccc2nc(-c3ccc(NC(=O)CSCC(=O)O)cc3)sc2c1	-6	0	-11	-0.6	.	0.8	2	-1	-2	-1
COc1cc(/C=N/NC(=O)c2cc(-c3cccs3)nc3ccccc23)ccc1O	-8	14	-19	-0.2	i	1.9	-4	2	-12	-12
O=C(Nc1nnc([C@@H]2C[C@H](O)[C@@H](CO)O2)s1)c1cccc(Cl)c1	0	-4	0	0.0	i	-2.9	.	-2	-3	2
CCOc1ccccc1NC(=O)NCc1ccccn1	-14	-6	11	-0.4	i	0.1	0	-1	3	-2
COc1ccc(S(=O)(=O)N2CCC(O)(c3ccc(Cl)cc3)CC2)cc1OC	-7	-3	2	-0.2	i	-0.5	-24	-2	-4	0
CC(=O)Nc1cc(-c2ccc(C(=O)N3CCOCC3)cc2)cn2c(-c3ccc(S(C)(=O)=O)cc3)cnc12	13	9	-23	-0.2	+	2.8	.	-3	-29	-3

A few values from the entries so far.
Value of COc1cc(/C=N/NC(=O)c2cc(-c3cccs3)nc3ccccc23)ccc1O in TbMetRS inhib: -0.2
Value of CN(C)S(=O)(=O)c1cccc(-c2nnc(SCCNCCO)n2-c2ccc(F)cc2)c1 in SKN-1 block: -5
Value of O=C(Nc1nnc([C@@H]2C[C@H](O)[C@@H](CO)O2)s1)c1cccc(Cl)c1 in TbMetRS inhib: 0.0
Value of Cc1nn(C)c(Cl)c1C(=O)NCC(=O)NCc1ccccc1 in NRP1-CendR mod: -8
Value of Cc1cccnc1NC(=O)c1cccc(S(=O)(=O)N2CCN(c3ccccc3)CC2)c1 in Scp1 inh: -3
